FBW7 activator: FBW7 E3 ligase activators, primary screen, biochemical, AlphaScreen, human | F-box/WD repeat-containing protein 7 (Homo sapiens), Q969H0 | AlphaScreen FBW7–phospho-cyclin E peptide binding, activator screen | normalized activity (activation), % at 26.1 µM | 650,000 tested, 0.13% active; in the data active means normalized activity above about 1.9%;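 further: purified mutant Fbw7 with reduced substrate affinity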
Target sequence (Q969H0 whole entry, looked up): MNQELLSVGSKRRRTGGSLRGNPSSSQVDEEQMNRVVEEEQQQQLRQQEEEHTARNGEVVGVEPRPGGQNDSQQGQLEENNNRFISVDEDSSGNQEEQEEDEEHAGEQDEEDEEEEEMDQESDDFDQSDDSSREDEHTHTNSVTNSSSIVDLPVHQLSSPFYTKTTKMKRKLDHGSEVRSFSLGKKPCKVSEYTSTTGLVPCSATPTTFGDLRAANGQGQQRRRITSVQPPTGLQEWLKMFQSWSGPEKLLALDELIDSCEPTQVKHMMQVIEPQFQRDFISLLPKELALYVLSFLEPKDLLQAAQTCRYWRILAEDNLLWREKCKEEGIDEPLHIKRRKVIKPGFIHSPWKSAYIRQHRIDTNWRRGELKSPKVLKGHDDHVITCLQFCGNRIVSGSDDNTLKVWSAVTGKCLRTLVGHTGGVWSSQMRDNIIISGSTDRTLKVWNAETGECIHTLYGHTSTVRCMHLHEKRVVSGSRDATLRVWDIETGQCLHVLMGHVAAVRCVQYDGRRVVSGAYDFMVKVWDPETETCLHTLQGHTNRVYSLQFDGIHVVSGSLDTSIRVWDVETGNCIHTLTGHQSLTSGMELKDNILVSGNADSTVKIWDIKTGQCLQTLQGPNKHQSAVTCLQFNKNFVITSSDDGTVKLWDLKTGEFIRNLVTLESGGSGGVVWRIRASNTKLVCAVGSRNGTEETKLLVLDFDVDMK
GPR151 activ: activators of human GPR151, primary screen, cell-based, PathHunter beta-arrestin, luminescence. 650,000 tested, 1% active. G-protein coupled receptor 151 (Homo sapiens), Q8TDV0. PathHunter beta-arrestin GPR151 cells. activation, % at 11.2 µM; in the data active means activation above about 4.9%;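 further: 0% = median of compound wells and 100% = cells with positive control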
Target sequence (Q8TDV0 whole entry, looked up): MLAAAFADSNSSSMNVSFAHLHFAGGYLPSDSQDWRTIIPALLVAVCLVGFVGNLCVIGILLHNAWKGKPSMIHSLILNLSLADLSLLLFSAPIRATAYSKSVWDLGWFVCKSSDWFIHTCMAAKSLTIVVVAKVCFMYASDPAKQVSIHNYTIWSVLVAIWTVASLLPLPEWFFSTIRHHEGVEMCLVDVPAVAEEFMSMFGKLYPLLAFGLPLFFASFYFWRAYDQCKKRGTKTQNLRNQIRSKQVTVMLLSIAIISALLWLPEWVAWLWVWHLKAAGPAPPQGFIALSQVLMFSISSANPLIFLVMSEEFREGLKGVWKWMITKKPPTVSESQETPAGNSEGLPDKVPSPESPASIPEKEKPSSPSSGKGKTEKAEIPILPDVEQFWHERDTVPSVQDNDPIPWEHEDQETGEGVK
MITF primary: MITF inhibitors, primary screen, biochemical, AlphaScreen, human; inhibition, % at 2.6 µM; Microphthalmia-associated transcription factor (Homo sapiens), O75030; AlphaScreen MITF homodimerization, bead proximity signal; 650,000 tested, 0.91% active; in the data active means inhibition above about 50%;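 further: 0% = vehicle wells with protein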
TEAD-YAP block: TEAD-YAP interaction inhibition, primary screen, TEAD-YAP interaction inhibitor project, luminescence, HEK-TIYL cells | TEAD-Gal4/YAP UAS-luciferase luminescence | inhibition, % at 9.12 µM | 640,000 tested, 1.4% active | AID 1259422, 2018; in the data active means inhibition above about 32%;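 further: 0% = median of test compound wells and 100% = reference inhibitor wells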
Starred values were filed as active, the others as inactive; & = joins results of further samples.

SMILES | FBW7 activator | GPR151 activ | MITF primary | TEAD-YAP block
CCc1ccc(NC(=O)CSc2nnc(C(C)C)n2N)cc1 | -0.1 | 1.1 | 1 | -6
COc1cccc(OC)c1CNC(=O)CCC(=O)N1CCNC(=O)CC1 | 0.4 | 1.7 | 18 | 10
CC1=C(C(=O)OC(C)C)C(c2cccs2)C2=C(CC(C)(C)CC2=O)N1 (configuration not stated) | 0.2&0.1 | 0.2&0.1 | 5&-11 | -1&6
COC(C(=O)N/N=C(\C)c1ccc(O)cc1)c1ccccc1 (configuration not stated) | 0.0 | 0.2 | 14 | -6
CCOC(=O)c1oc2c(c1C)/C(=N\O)CCC2 | 0.0 | -4.2 | -11 | -37
Cc1nc(-c2ccc(NS(=O)(=O)c3cccc([N+](=O)[O-])c3)cc2)cs1 | -0.2 | 0.7 | -3 | 1
COc1ccc(OCc2cc(C(=O)N(C)Cc3ccncn3)no2)c(Cl)c1 | 0.1 | 3.6 | 6 | -55
CC(C)NC(=O)CN1C(=O)C(C)(C)Oc2ccc(C(=O)Nc3ccc(C(C)C)cc3)cc21 | -0.1 | 2.1 | -7 | 2
CCOC(=O)Cc1nnn(CC(=O)OCC)n1 | 0.3 | 0.6 | 20 | 5
N=C1/C(=C/c2coc3ccccc3c2=O)C(=O)N=C2SC=C(c3ccc(F)cc3)N12 | 0.0 | -0.3 | 19 | 1
CCN1CCCC1CNCc1c(C(=O)O)n(Cc2ccccc2C)c2ccccc12 (configuration not stated) | 1.0 | 0.0 | 4 | -5
COc1ccc(C2CC(=O)N3CN(Cc4ccccc4)CSC3=C2C#N)cc1 (configuration not stated) | 0.1 | 5.8* | 8 | 6
CCOc1ccc(/C=C2\SC(=S)N(N3C(=O)C4CC4C3=O)C2=O)cc1 (configuration not stated) | -0.1 | -0.4 | -7 | 10
CC(C)(C)C(=O)Nc1ncnc2oc(-c3ccccc3)c(-c3ccccc3)c12 | -0.3 | 0.2 | -5 | -20
C=CCNC(=O)C1CCCN(c2nccc(C)n2)C1 (configuration not stated) | 0.0 | 1.2 | 9 | 1
N#C/C(C(=O)c1ccccc1)=C1/CCCCCN1 | -0.1 | 1.6 | 6 | -20
CCn1cc(CN2CCC(n3nccc3NC(=O)CCc3ccccc3)CC2)cn1 | -0.1 | -0.1 | -1 | -5
CCN1CCC2(CC1)NC(=O)N(CC(=O)Nc1ccc(F)cc1F)C2=O | 0.1 | 4.7 | 12 | -1
CCOC(=O)c1ccc(NC=C2C(=O)OC3(CCCCC3)OC2=O)cc1 | -0.2 | -2.1 | 20 | -2
CCCCOc1ccc(C(=O)N/C(=C/c2ccc(N(C)C)cc2)C(=O)Nc2ccc([N+](=O)[O-])cc2)cc1 | -0.1 | 0.4 | 2 | -4
COc1cc2c(cc1C)-c1nc(NC(C)=O)sc1CC2 | 0.2 | -0.5 | 16 | -14
CC(=O)Nc1cccc(-c2cn3c(NC(=O)Cc4ccccc4C)cnc3cn2)c1 | -0.1 | -1.1 | -2 | 10
Cc1ccc(C(=O)N(CCCN(C)C)c2nc3ccccc3s2)cc1C | -0.1 | 1.3 | 2 | -38
CCC(CC)C(=O)Nc1ccc(OC)c(OC)c1 | 0.0 | -1.2 | -5 | 6
O=C1CC(=O)Nc2cc(S(=O)(=O)NC3CCCCCC3)ccc2N1 | 0.3 | -1.5 | -6 | 1

Another view of some results above.
| smiles | FBW7 activator | GPR151 activ | MITF primary | TEAD-YAP block |
| --- | --- | --- | --- | --- |
| C=CCNC(=O)C1CCCN(c2nccc(C)n2)C1 (configuration not stated) | 0.0 | 1.2 | 9 | 1 |
| N#C/C(C(=O)c1ccccc1)=C1/CCCCCN1 | -0.1 | 1.6 | 6 | -20 |
| CCn1cc(CN2CCC(n3nccc3NC(=O)CCc3ccccc3)CC2)cn1 | -0.1 | -0.1 | -1 | -5 |
| CCN1CCC2(CC1)NC(=O)N(CC(=O)Nc1ccc(F)cc1F)C2=O | 0.1 | 4.7 | 12 | -1 |
| CCOC(=O)c1ccc(NC=C2C(=O)OC3(CCCCC3)OC2=O)cc1 | -0.2 | -2.1 | 20 | -2 |
| CCCCOc1ccc(C(=O)N/C(=C/c2ccc(N(C)C)cc2)C(=O)Nc2ccc([N+](=O)[O-])cc2)cc1 | -0.1 | 0.4 | 2 | -4 |
| COc1cc2c(cc1C)-c1nc(NC(C)=O)sc1CC2 | 0.2 | -0.5 | 16 | -14 |
| CC(=O)Nc1cccc(-c2cn3c(NC(=O)Cc4ccccc4C)cnc3cn2)c1 | -0.1 | -1.1 | -2 | 10 |
| Cc1ccc(C(=O)N(CCCN(C)C)c2nc3ccccc3s2)cc1C | -0.1 | 1.3 | 2 | -38 |
| CCC(CC)C(=O)Nc1ccc(OC)c(OC)c1 | 0.0 | -1.2 | -5 | 6 |
| O=C1CC(=O)Nc2cc(S(=O)(=O)NC3CCCCCC3)ccc2N1 | 0.3 | -1.5 | -6 | 1 |

Next results follow.
SMILES | FBW7 activator | GPR151 activ | MITF primary | TEAD-YAP block
COc1cccc(-c2nc(CS(=O)(=O)CC(=O)Nc3ccc(F)cc3C)c(C)o2)c1 | -0.5 | 0.4 | 3 | 0
COc1cc(/C=C2\SC(=N)N(c3ccc(F)cc3)C2=O)ccc1O | -0.1 | 0.3 | 14 | 10
CN(C(=O)c1ccc(NC(=O)CCCC(=O)O)cc1)c1ccccc1 | 0.5 | -2.0 | 6 | -1
O=C(NC1CC1)C(Cc1ccccc1)NS(=O)(=O)c1ccc(F)cc1 (configuration not stated) | -0.1 | -0.3 | 7 | 2
COc1cccc(CNC(=O)C2CCN(c3nc4ccccc4n4cccc34)CC2)c1OC | -0.1 | -0.4 | 7 | 4
O=C(COC(=O)c1ccccc1S(=O)(=O)c1ccc([N+](=O)[O-])cc1)c1ccccc1 | -0.1 | 1.2 | 4 | 5
Cc1ccc(CN2CCC3(CC2)c2ccccc2[C@@H](NC(=O)COc2ccccc2)[C@@H]3O)o1 | -0.2 | -0.7 | -6 | 11
COc1ccc(/C=N/Nc2ccccn2)c(OC)c1 | -0.5 | -0.9 | 1 | -57
Fc1ccccc1-c1cc(N2CCN(c3ccccn3)CC2)nc(-c2ccncc2)n1 | 0.2 | -0.1 | -7 | 1
O=C1C=CC(=O)C(/C(=C/NCc2ccccc2)[N+](=O)[O-])=C1 | -0.1 | 0.4 | 2 | -4
CCOC(=O)N1CCN(C(=O)CCS(=O)(=O)c2ccc3c(c2)OCC(=O)N3)CC1 | 0.1 | 0.2 | 8 | -2
CN(C)c1cccc(Nc2ncc(C(=O)NCc3cccnc3)s2)c1 | 0.1 | 0.9 | -2 | -6
Cc1ccc(C2=N/C(=C/C=C/c3ccccc3)C(=O)O2)cc1C | -0.1 | -0.3 | 1 | -4
COc1ccc(C(=O)NC(C)c2cnn(-c3ccccc3C)c2C)o1 (configuration not stated) | -0.1 | 0.0 | 0 | 2
Cc1ccc(-c2nc(C=Nc3cccc(C(=O)N(C)c4ccccc4)c3)c(O)o2)cc1 | 0.1 | -0.3 | -13 | 1
CCOCCCNC(=O)c1cc(C(=O)c2cc(F)ccc2O)coc1=N | 0.0 | 0.0 | -2 | 3
COc1ccc(S(=O)(=O)N2CCN(c3ccccc3OC)CC2)cc1Cl | -0.3 | 0.6 | -10 | 1
Cc1nc2cc(NC(=O)Nc3cccc(C(F)(F)F)c3)ccc2n1C | 0.4 | -1.7 | 14 | -50
COc1ccc(C2OC23CCc2ccccc2C3=O)cc1 (configuration not stated) | 0.0 | 3.1 | 12 | -13
O=C(CNC(=S)N(Cc1ccccc1)Cc1ccccc1F)NCc1ccccc1Cl | -0.3 | -0.8 | 4 | -8
CCOc1ccc(C(CC(=O)O)NC(=O)C23CC4CC(CC(C4)C2)C3)cc1 (configuration not stated) | -0.2 | 0.3 | -9 | 4
Cc1ccc(S(=O)(=O)C(CNC(=O)CC(C)(C)C)c2ccco2)cc1 (configuration not stated) | -0.2 | 0.9 | 18 | -6
CC(=O)N1CCc2c(sc3c2c(=O)n(-c2ccccc2)c(=O)n3Cc2ccc(F)cc2)C1 | 0.9 | -1.9 | -8 | -7
Cc1ccc(CNC(=O)c2ccc(Cn3c(=S)[nH]c4ccsc4c3=O)cc2)cc1 | 0.0 | -1.0 | 3 | -6
O=[N+]([O-])c1ccccc1-c1cnn(CCO)c1 | 0.5 | -2.5 | 6 | 5
SMILES | FBW7 activator | GPR151 activ | MITF primary | TEAD-YAP block
COc1ccc2c(c1)c(CC(=O)N1CCC(C(N)=O)CC1)c(C)n2C(=O)c1ccc(Cl)cc1 | 0.0 | -1.8 | 4 | -2
CCC(C)CN1CCC(C2(Cc3ccccc3F)NC(=O)NC2=O)CC1 (configuration not stated) | 0.0 | 1.1 | -1 | 8
O=C(CC1Nc2ccccc2NC1=O)Nc1cccc(C(=O)O)c1 (configuration not stated) | 0.0 | -1.3 | 36 | -4
c1ccc(N2CCN(C3CCCN(Cc4ccon4)C3)CC2)cc1 (configuration not stated) | -0.1 | 0.7 | -1 | 2
Cc1cc2c(c(=O)n1CC1CCCO1)C(c1ccco1)C(C#N)=C(N)O2 (configuration not stated) | 0.0 | 0.1 | -10 | 2
Cc1nc(NCCCCCO)c2nnn(Cc3ccccc3F)c2n1 | 0.3 | 0.3 | 18 | -1
O=C(Nc1c(-c2cccs2)nc2ccccn12)c1cc(Br)ccc1Cl | 0.7 | 1.1 | 6 | 11
CCOc1ccccc1NC(=O)C1=C(C)NC(=O)NC1c1ccc([N+](=O)[O-])cc1 (configuration not stated) | -0.1 | 0.1 | 4 | -2
Cn1c2c(c(=O)n(C)c1=O)C(C(F)(F)F)(C(F)(F)F)N=C(c1ccc(Cl)cc1)N2 | 0.3 | 0.8 | -7 | 94*
CC1=NNC(=O)C1CC(=O)NN (configuration not stated) | 0.2 | -0.4 | 24 | 6
COC(=O)c1c(N=CN(C)C)c(C#N)c(C)n1-c1ccccc1 | 0.0 | -0.5 | 5 | 8
N=C1C(c2ccccc2)=C(O)CN1c1cccc(/C=C/C(=O)O)c1 | 0.1 | -0.8 | -6 | 7
CCC(=O)N1CCc2cc(S(=O)(=O)NC(CC(C)C)C(=O)O)ccc21 (configuration not stated) | -0.2 | 0.8 | -2 | -1
CCOC(=O)c1cnn(-c2ccc(OC)cc2)c1CN1CCCC1 | -0.1 | 1.9 | 12 | 3
COCCOC(=O)c1c(C)oc2ccc(OCc3ccc(C(=O)OC)cc3)cc12 | 0.6 | -0.7 | 14 | 10
O=C(/C=C\c1ccco1)Nc1c2c(nn1-c1ccc(F)cc1)CSC2 | 0.1 | 0.3 | 11 | -2
CCOc1ccc2cc(C(=O)NCc3ccccc3)c(=N)oc2c1 | 0.2 | -0.5 | -2 | 1
Cc1ccc(-c2cc(-c3ccccc3)no2)c(O)c1 | 0.0 | -5.3 | 6 | 52*
COc1ccc(OC)c(N=c2ssc3c2-c2ccccc2NC3(C)C)c1 | 0.0 | -0.5 | 8 | 0
CCN(C(=O)Cc1c(C(=O)O)n(CC)c2ccccc12)c1cccc(Cl)c1 | 0.9 | -0.9 | -5 | 0
COc1cc(OC)cc(C(=O)NC2CCN(CCCOc3ccccc3)CC2)c1 | 0.4 | -1.4 | 13 | 15
CCOC(=O)c1c(CC(C)C)csc1NC(=O)COC(=O)c1cc[n+]([O-])cc1 | 0.0 | -0.9 | 1 | 3
COc1cc(OC)c(OC)cc1CN1CCN(Cc2ccncc2)CC1 | -0.2 | -1.4 | 80* | 5
CCOC(=O)c1c(NC(=O)/C(C#N)=C/c2ccc(F)cc2)sc(C)c1C | 0.9 | -1.1 | 9 | 2
C/C(=N\OC(=O)c1ccc(Cn2nc(C)c(Cl)c2C)cc1)c1ccccn1 | -0.2 | -1.6 | 14 | -7
SMILES | FBW7 activator | GPR151 activ | MITF primary | TEAD-YAP block
CC(NC(=O)c1ccccc1[N+](=O)[O-])C(c1cccs1)N1CCCC1 (configuration not stated) | 0.1 | -0.5 | 13 | 5
O=C(CCC1(Cc2ccco2)CCC(=O)N1)NCc1cc(-c2ccccc2)n[nH]1 (configuration not stated) | -0.1 | -0.5 | 2 | -4
Cc1cc(C)n2cc(CNCc3c(C(=O)N4CCCC4)nc4sccn34)nc2c1 | 0.6 | -1.0 | 6 | 2
Brc1ccc2c(c1)c1ccccc1n2Cc1ccccc1 | 0.1 | 0.9 | 1 | -12
Cc1ccc(C(=O)Nc2ccc(C(C)C)cc2)o1 | 0.4 | -5.3 | 21 | 27
COc1ccccc1Nc1nnc(Cc2ccncc2)c2ccccc12 | -0.1 | 1.7 | -1 | 14
CCC(=O)NC(NC(=S)Nc1ccc(C(=O)OC)cc1)C(Cl)(Cl)Cl (configuration not stated) | 0.0 | -1.0 | -23 | 3
Nc1ccc(Cl)c(S(=O)(=O)Nc2cccc(Cl)c2)c1 | 0.0 | 0.5 | -6 | 6
C#CCN1C(=O)S/C(=C/c2cc(Cl)ccc2OC)C1=O | -0.1 | 4.2 | -4 | 2
CCOC(=O)c1ccc(CC2SC(N)=NC2=O)cc1 (configuration not stated) | 0.1 | 1.7 | -6 | 12
CN1C(=O)CC(CC(=O)N(C)C2CCCCC2)(c2cccc(F)c2)C1=O (configuration not stated) | 0.1 | 0.2 | 14 | -4
CC(C)CCCC(C)C1CCC2C3CC=C4CC(OC(=O)CCC5CCCCC5)CCC4(C)C3CCC12C (configuration not stated) | 0.2 | 0.3 | 6 | 10
CCCc1cc(C(=O)N2CCc3nnc(Cc4ccccc4)n3CC2)n(C)n1 | 0.6 | 0.1 | -1 | 4
CS(=O)(=O)n1c(SCc2cccc([N+](=O)[O-])c2)nc2ccccc21 | 0.7 | -1.0 | 3 | -9
